SIRT5 inh = sirtuin-5 (human) deacylase inhibition; Purified SirT5, succinyl-peptide AMC, trypsin-coupled fluorescence; inhibition, % at 15 µM; 330,000 compounds, 1.1% hits; AID 652115; in the data active means inhibition above about 15%; inconclusive means no clear call, values can overlap the other calls
Target sequence (Q9NXA8 whole entry, looked up): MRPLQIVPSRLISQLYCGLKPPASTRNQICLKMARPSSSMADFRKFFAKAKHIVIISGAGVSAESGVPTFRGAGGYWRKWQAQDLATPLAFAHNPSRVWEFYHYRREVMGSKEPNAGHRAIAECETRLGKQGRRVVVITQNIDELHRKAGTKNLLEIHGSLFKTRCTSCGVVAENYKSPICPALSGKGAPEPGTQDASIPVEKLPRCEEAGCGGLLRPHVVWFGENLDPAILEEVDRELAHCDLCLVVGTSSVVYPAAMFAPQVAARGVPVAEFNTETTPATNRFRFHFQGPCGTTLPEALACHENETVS
esBAF inh = SWI/SNF esBAF complex inhibition. mouse ES cells, Bmi1-luciferase knock-in reporter, 24 h; 100% = twice the neutral-well signal. 350,000 compounds, 2% hits. AID 602393. reporter increase, % at 12.5 µM; in the data active means activation above about 40%; inconclusive means no clear call, values can overlap the other calls;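 further: 0% = median of the plate's neutral control wells and 100% = double that signal; a rise in the Bmi1 reporter signal indicates esBAF inhibition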
miR122 inh = inhibitors of miR-122 in Huh7 cells | activation (reporter increase), % at 12.5 µM | 340,000 compounds, 0.3% hits | Huh7 miR-122 Renilla luciferase sensor, 48 h; neutral wells = 0, positive control = 100;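 active means mean replicate activation score at least 90 and every replicate individually at or above 90; inconclusive means only one of the two criteria met; inactive means neither criterion met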;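 further: higher luciferase means less miR-122 activity so hits act as miR-122 inhibitors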
Cneo AK release = Cryptococcus neoformans lysis via adenylate kinase release; C. neoformans lysis, adenylate kinase release luminescence, 4 h; normalised: neutral wells 0, clomiphene wells 100; 360,000 compounds, 0.2% hits; lysis activity, % at 15 µM;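 active means mean lysis activity across replicates of at least 80%, whatever share of replicates individually reach that level; inactive means mean lysis activity below 80%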
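Material: C. neoformans cells; Schedule: 4 h static compound exposure, 37 °C, read 1 h post-reagent; Measured by: adenylate kinase release luminescence; Read-out: signal increase indicating cell lysis; Controls: Clomiphene as positive lysis control.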
ARNT TACC3 PPI = ARNT/TACC3 interaction disruption; 390,000 compounds, 0.66% hits; AlphaScreen His-ARNT PAS-B/GST-TACC3 binding, luminescence; TACC3 fragment carries E629A point mutation; inhibition, % at 9.99 µM; AID 623870;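 active means mean inhibition of replicates at least 50% and at least half of replicates each reaching 50%; inconclusive means half or more replicates reach 50% but mean below 50%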;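 further: 0% = complete ARNT plus TACC3 wells and 100% = ARNT alone without TACC3; many hits fall short of the cut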
C2C12 statin = protects C2C12 myotubes from simvastatin toxicity; AID 602340; 330,000 compounds, 0.78% hits; ATP luminescence, 48 h; scaled: DMSO 0, geranylgeraniol control 100; rescue of ATP level, % at 7.49 µM;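 active means mean ATP rescue above about 67%, or every replicate alone reaching that limit, limit read from the data, passing the limit was not always enough; inconclusive means no clear call, values can overlap the other calls; inactive means mean under the limit and some replicate under it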;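 further: myotubes were challenged with 10 µM simvastatin during compound exposure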
ERp5 inh = blocks human ERp5 reductase activity on insulin; Q15084; ERp5 insulin aggregation, absorbance 650 nm, 90 min; inhibition, % at 9.99 µM; 350,000 compounds, 0.05% hits; AID 651711;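 active means mean replicate inhibition above about 25%, with every replicate also reaching it, limit read from the data, passing the limit was not always enough; inconclusive means only one of those two criteria met; inactive means neither criterion met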
Target sequence (Q15084 whole entry, looked up): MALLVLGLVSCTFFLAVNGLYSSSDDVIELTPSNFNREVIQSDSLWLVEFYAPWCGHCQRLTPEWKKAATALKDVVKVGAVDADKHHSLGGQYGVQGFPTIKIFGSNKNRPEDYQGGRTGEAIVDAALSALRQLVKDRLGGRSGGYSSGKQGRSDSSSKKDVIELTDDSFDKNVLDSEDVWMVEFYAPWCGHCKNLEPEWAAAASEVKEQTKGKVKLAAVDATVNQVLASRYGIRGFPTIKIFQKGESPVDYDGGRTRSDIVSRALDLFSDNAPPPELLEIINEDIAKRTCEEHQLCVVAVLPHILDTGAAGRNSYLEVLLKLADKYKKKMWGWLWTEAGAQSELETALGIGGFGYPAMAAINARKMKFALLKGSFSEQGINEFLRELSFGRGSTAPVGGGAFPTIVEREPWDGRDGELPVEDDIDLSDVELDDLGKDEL
The depositor's hits bear a star; ? = inconclusive; · = no result given; & = joins results of further samples; [ ] = dose if it differs, or a comment.

SMILES	SIRT5 inh	esBAF inh	miR122 inh	Cneo AK release	ARNT TACC3 PPI	C2C12 statin	ERp5 inh
CC(C)(C)c1ccc(OCCCC(=O)Nc2nnc(C3CC3)s2)cc1	-3	-1	0	13	·	-11	0
CCN(CC)C(=O)C1CCCN(Cc2cccc(Cl)c2)C1 (configuration not stated)	0	6	-8	-1	1	10	-2
CC(C)CN1CCC(=O)N([C@H](CN=[N+]=[N-])Cc2ccccc2)CC1	·	·	3	-2	-1	·	-3
COc1cc(C(=O)NCC(=O)NNC(=O)C2COc3ccccc3O2)cc(OC)c1OC (configuration not stated)	-1	6	-5	-1	·	1	4
CN(C)CCCNC(=O)C[C@@H]1CC[C@H]2[C@H](COc3ccc(NC(=O)c4cccc(F)c4)cc3C(=O)N2C)O1	6	8	-42[16.7 µM]	0	-1	-27	4
CCC(=O)Nc1ccc2c(c1)C(=O)N(C)C[C@@H](OC)[C@@H](C)CN(C(C)=O)[C@H](C)CO2	-7	1	1[16.7 µM]	-1	9	6	0
O=C(Nc1cccc(F)c1)N1CCCCN2[C@H](C1)[C@H](c1ccc(-c3ccccc3F)cc1)[C@@H]2CO	2	·	-2[16.7 µM]	1	10	·	4
CCN(c1cccc(C)c1)S(=O)(=O)c1ccc(OC)c([N+](=O)[O-])c1	1	4	-8	6	·	0	-2
COc1ccccc1OCCn1cc(/C=C(\C#N)C(=O)NCc2ccco2)c2ccccc21	·	·	-7	0	-1	·	·
Cc1cc(C(=O)COC(=O)c2ccc[nH]c2=O)c(C)n1CCc1ccc(F)cc1	-8	·	·	·	3	·	-1
Cc1cccc(-n2cc(C(=O)O)c(=O)cc2C)c1	-3	-3	-1	-4	·	-4	2
CCOc1ccc(C2C(C#N)=C(N)Oc3cc(C)n(CCN4CCOCC4)c(=O)c32)cc1OCC (configuration not stated)	·	0	1	1	20	·	·
Cc1cc(C)cc(NC(=O)Nc2ccc3c(c2)C(=O)N(C)[C@@H]2CC[C@H](CC(=O)O)O[C@H]2CO3)c1	·	1	37[16.7 µM]	-1	0	-7	·
C[C@@H]1CC[C@H](Cc2ccc(-n3cccc3)cc2)N1C(=O)OC(C)(C)C	1	3	-7	1	·	-6	-9
O=C(Nc1ccc(NC(=O)c2ccccc2Br)cc1)c1ccccc1	4	42*	-4	-1	-8	-23	1
N#CCC(=O)Nc1ccc(C(=O)OC(C(=O)Nc2ccc([N+](=O)[O-])cc2Br)c2ccccc2)cc1 (configuration not stated)	0	-4	0	-1	-2	0	5
CO[C@H]1CN(C)C(=O)c2ccc(NS(=O)(=O)c3ccccc3Cl)cc2OC[C@H](C)NC[C@@H]1C	0	5	-1[16.7 µM]	-6	-2	2	-2
O=C(Nc1c(-c2ccccc2)[nH][nH]c1=O)c1ccco1	-6	-2	5	0	·	-6	3
CCN1CCCC1CNC(=O)c1cc([N+](=O)[O-])c(N(C)C)cc1OC (configuration not stated)	5	4	4	2	0	-8	4
CCS(=O)(=O)CCSc1nc2ccccc2s1	·	3	-3	1	-10	-5	·
COc1cc(F)ccc1-c1cc(C(=O)NCC2CCCCC2)[nH]n1	·	-5	1	-1	·	-14	7
C#CCN1N=C(c2ccc(C)cc2)CSC1=O	-8	-1	-3	-3	·	9	3
CN(C(=O)c1cccc(NC(=O)Cc2ccc(NC(=O)C3CCCN(C(=O)C4CC4)C3)cc2)c1)C1CC1 (configuration not stated)	3	-5	1	0	0	3	-7
Cc1ccc2cc(C(c3nnnn3Cc3ccccc3)N3CCN(c4ccccc4)CC3)c(=O)[nH]c2c1 (configuration not stated)	-5	11	-1	1	7	3	2
COc1ccc(CCN(C)C(=O)c2cc(=O)c3ccccc3o2)cc1OC	-5	14	-8	0	0	0	6
COc1ccccc1-c1cn(CC[C@@H]2CC[C@H](NC(=O)C3CCC3)[C@@H](CO)O2)nn1	2&-5	0	-4[16.7 µM]	-2	-6	2	1&1
Cn1c(Cn2nnc3ccccc32)nnc1SCC(=O)N1c2ccccc2CCc2ccccc21	-1	-3	-2	-3	4	-4	6
CSCCCN1CCCC(CO)(Cc2ccccc2F)C1 (configuration not stated)	0	0	8	1	0	-4	-1
CC(=O)Nc1nn(C)c2nc3ccc(C)cc3cc12	-4	-5	-2	-2	1	-7	1
CCOC(=O)c1sc2nc(C)nc(SCC(=O)NC3CCS(=O)(=O)C3)c2c1C (configuration not stated)	-4	·	·	·	-2	·	1

7 of the compounds above, as comma-separated lines.
compound,SIRT5 inh,esBAF inh,miR122 inh,Cneo AK release,ARNT TACC3 PPI,C2C12 statin,ERp5 inh
C#CCN1N=C(c2ccc(C)cc2)CSC1=O,-8,-1,-3,-3,·,9,3
CCOc1ccc(C2C(C#N)=C(N)Oc3cc(C)n(CCN4CCOCC4)c(=O)c32)cc1OCC (configuration not stated),·,0,1,1,20,·,·
CCN1CCCC1CNC(=O)c1cc([N+](=O)[O-])c(N(C)C)cc1OC (configuration not stated),5,4,4,2,0,-8,4
Cc1cc(C)cc(NC(=O)Nc2ccc3c(c2)C(=O)N(C)[C@@H]2CC[C@H](CC(=O)O)O[C@H]2CO3)c1,·,1,37[16.7 µM],-1,0,-7,·
O=C(Nc1c(-c2ccccc2)[nH][nH]c1=O)c1ccco1,-6,-2,5,0,·,-6,3
Cc1cccc(-n2cc(C(=O)O)c(=O)cc2C)c1,-3,-3,-1,-4,·,-4,2
Cn1c(Cn2nnc3ccccc32)nnc1SCC(=O)N1c2ccccc2CCc2ccccc21,-1,-3,-2,-3,4,-4,6

(next part)
SMILES	SIRT5 inh	esBAF inh	miR122 inh	Cneo AK release	ARNT TACC3 PPI	C2C12 statin	ERp5 inh
COC(=O)c1ccccc1S(=O)(=O)N1CCC(C(=O)NC2=NCCS2)CC1	-1	2	·	0	·	2	-3
CCNc1nc(NCC)nc(Oc2ccc(C(=O)OC)cc2)n1	0	-6	10	0	-10	17	-2
O=C(CCNC(=O)Cn1ccc2ccccc2c1=O)NCCN1CCN(c2ccccc2F)CC1	·	-5	35	1	-1	14	·
CCCCN(CC)C(=O)C1CCCN(S(=O)(=O)c2cccc3nsnc23)C1 (configuration not stated)	1	-4	2	0	1	-3	-2
CCOC(=O)c1sc(NC(=O)CN(CC(C)C)CC(C)C)c(C(=O)OCC)c1C	·	-6	-7	2	-5	74*	·
C[C@@H]1CN([C@H](C)CO)C(=O)c2cc(NS(=O)(=O)c3cccs3)ccc2O[C@H]1CN(C)Cc1ccncc1	-4	1	-7[16.7 µM]	-11	3	-6	1
O=C(Nc1nc2ccccc2s1)c1cc(-c2ccccc2)nn1-c1ccccc1	2	·	-6	-6	-11	·	2
C/C=C/c1cnc2c(c1)C(=O)N([C@H](C)CO)C[C@H](C)[C@@H](CN(C)S(=O)(=O)c1ccc(F)cc1)O2	-6	0	16[16.7 µM]	-3	-2	-28	-18
COC(=O)[C@]1(C)N[C@H](CN(C)C(=O)Nc2ccc(OC)cc2)[C@@H]2C(=O)N(Cc3ccccc3)C(=O)[C@@H]21	·	5	6	-2	-4	6	4
CCc1cc(-c2[nH]ncc2-c2ccc3c(c2)OCO3)c(O)cc1O	·	-5	0	-1	27	45	·
CCOc1ccc(NC(=O)CSc2nc(C)cc(C)n2)cc1	·	1	-7	-1	-11	-3	·
COc1ccc(C/C(C)=N/NC(=S)Nc2ccc(C(C)C)cc2)cc1	·	-4	0	2	2	-24	·
CNC(=O)C[C@H]1CC[C@@H]2[C@H](COC[C@H](O)CN2C(=O)c2ccc3c(c2)OCO3)O1	-1	-1	0[16.7 µM]	5	-5	-18	-5
CC(C)OC(=O)c1cccnc1SCc1cc(=O)n2ccccc2n1	·	18	3	0	-8	-23	·
C[C@@H]1CN([C@H](C)CO)C(=O)c2cc(NS(=O)(=O)c3ccc(Cl)cc3)ccc2O[C@@H](C)CCCCO[C@@H]1CN(C)C(=O)c1ccccc1	0	0	15[16.7 µM]	3	-1	·	1
CCC1(C)Cc2c(sc3nc(NN)n(C)c(=O)c23)CO1 (configuration not stated)	·	-12	2	3	·	144*	·
Cc1c(NC(=O)Nc2ccccc2Cl)c(=O)n(-c2ccccc2)n1C	·	9	-3	·	-7	2	0
CCOC(=O)c1[nH]cnc1C(=O)NCc1ccccc1	·	-3	·	1	7	-4	3
Cc1nc(-c2ccccc2)sc1C(=O)Nc1ccc(S(N)(=O)=O)cc1	3	8	-6	-2	-10	-21	-3
CC(=O)c1ccc(OCCCC(=O)Nc2ccc(Cl)c(S(=O)(=O)N3CCOCC3)c2)cc1	-1	11	-7	2	16	17	4
CCn1c(=O)c2cc(C(=O)NCCCOC)sc2c2ccccc21	-13	-6	-3	-4	-1	-16	-2
O=C(C[C@@H]1C=C[C@H](NC(=O)Nc2ccccc2F)[C@@H](CO)O1)NCc1ccc(F)cc1	0	-1	·	42	0	10	-7
CCNC(=O)C[C@@H]1CC[C@@H]2[C@@H](COc3ccc(NC(=O)c4cc(C)on4)cc3C(=O)N2C)O1	-1	3	0[16.7 µM]	3	-3	-7	-2
Cc1ccc(-c2nnc(SCc3ccc(C#N)cc3)n2Cc2ccco2)cc1	·	1	?	0	-1	3	·
CN(C)CCNC(=O)c1ccc(CS(=O)(=O)c2c(Cl)cccc2Cl)o1	·	-4	-4	0	-1	0	0
C/C(=N\N=C1\NC(=O)CC(C(=O)O)S1)c1ccc(F)cc1 (configuration not stated)	10	·	-9	4	6	·	-3
CCn1cc([N+](=O)[O-])c(C(=O)Nc2c(C)nn(Cc3c(F)c(F)c(F)c(F)c3F)c2C)n1	3	·	·	·	-13	·	0
O=C(Nc1cc(S(=O)(=O)N2CCCCC2)ccc1Cl)C1COc2ccccc2O1 (configuration not stated)	-3	-8	7	0	0	-3	-5
O=C1CN(C(=O)COc2ccc(F)cc2Cl)c2ccccc2N1	2	0	1	-4	3	4	5
C[C@@H]1CN([C@H](C)CO)C(=O)c2cc(NC(=O)Nc3cccc4ccccc34)ccc2O[C@H]1CN(C)C(=O)NC1CCCCC1	0	0	-1[16.7 µM]	-1	2	-49	2
COCCN(Cc1ccccc1)C(=O)C1CCN(C(=O)Nc2ccccc2)CC1	-1	-1	-6	1	-6	-3	0
CN(CCC#N)c1ccc(/C=C(\C#N)c2ccccn2)cc1	3	·	0	-23	-4	·	2
CCOc1ncccc1C(=O)NNC(=O)c1cccc(S(=O)(=O)Nc2ccc(OC)cc2)c1	4	-8	4	2	4	-3	10
Cc1ccc(OCCCC(=O)Nc2ccc(Br)cc2)cc1	·	-12	1	1	1	5	·
COC(C(=O)Nc1ccnn1C1CCN(Cc2cnn(C)c2)CC1)c1ccccc1 (configuration not stated)	-3	-6	-4	0	1	8	4
COc1ccc(/C=C/c2nc3ccccc3c(=O)o2)cc1	0	-73	-3	-5	-3	-23	-3
Cc1noc(C)c1S(=O)(=O)N(C)C[C@@H]1OCCCC[C@@H](C)Oc2ccc(NS(=O)(=O)c3ccccc3)cc2C(=O)N([C@@H](C)CO)C[C@H]1C	7	10	-8[16.7 µM]	-2	0	·	-2
CC(=O)N(C)c1ccc(NS(=O)(=O)c2cc(Cl)ccc2Cl)cc1	4	4	74	-1	-1	2	0
O=C(Nc1ccc(Cl)cc1F)C1CC(=O)N(Cc2ccco2)C1 (configuration not stated)	-5	2	·	0	-2	0	-8
CCOc1ccc(NC(=O)CCc2nnc3ccc(N4CCC5(CC4)OCCO5)nn23)cc1	-2	-1	-6	1	-2	14	0
COc1ccc(N2C(=O)CCC(C(=O)NCCCN3CCC(C)CC3)C2c2ccc(OC)c(OC)c2)cc1 (configuration not stated)	-4	0	-4	-1	1	-8	4
C[C@@H]1CN([C@@H](C)CO)C(=O)c2c(c3ccccc3n2C)-c2ccccc2CO[C@@H]1CN(C)S(C)(=O)=O	-1	-8	·	-3	-12	-5	12
Clc1ccc(Sc2oc(/C=N/n3cnnc3)cc2Br)cc1	·	-6	-10	5	-37	149*	·

Assay outcomes as filed in PubChem BioAssay.
